From PubChem BioAssay
AmpC inh no detg = blocks E. coli AmpC beta-lactamase in detergent-free assay; P00811; AmpC nitrocefin hydrolysis, absorbance 480 nm, 0.0001% Triton; Potency, µM (titrated, usually from 57.1 µM), for the others: at the top dose activity change, negative = inhibition, usual class: inhibitors; 0.52% of 330,000 active; AID 485341;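 also: potency is read from the fitted curve at half-maximal effect; plate controls were no compound for no effect and no enzyme for full effect; nearly all actives have a fitted effect of over 20% in size; some results filed as inactive show a strong effect at the top dose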
Target sequence (P00811 whole entry, looked up): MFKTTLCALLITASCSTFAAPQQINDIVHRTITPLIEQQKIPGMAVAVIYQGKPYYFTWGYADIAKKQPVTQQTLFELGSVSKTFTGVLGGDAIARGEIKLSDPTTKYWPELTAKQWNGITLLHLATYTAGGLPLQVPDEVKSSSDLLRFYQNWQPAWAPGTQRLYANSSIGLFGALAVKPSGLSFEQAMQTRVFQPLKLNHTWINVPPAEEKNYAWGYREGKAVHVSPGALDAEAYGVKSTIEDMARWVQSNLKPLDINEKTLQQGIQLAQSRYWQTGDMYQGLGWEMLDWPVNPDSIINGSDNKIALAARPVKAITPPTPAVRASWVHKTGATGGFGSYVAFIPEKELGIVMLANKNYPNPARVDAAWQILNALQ
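20 mM phosphate pH 7.0 + 0.01% (detergent screen) or 0.0001% Triton X-100; 5.3 nM AmpC reagent; cpd preinc 15 min RT; nitrocefin (800 uM stock) to start; A480 q20 s × 4 min; Activity was normalised to no-enzyme and no-compound control wells.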
LmPK inh = inhibitors of Leishmania mexicana pyruvate kinase; Q27686; purified LmPK, Kinase-Glo ATP luminescence, 1 h; Potency, µM (highest dose often 57.5 µM), without a hit: top-dose activity change, negative = inhibition, usual class: inhibitors; 0.37% of 290,000 active; AID 1721; also: potency is read from the fitted curve at half-maximal effect
Target sequence (Q27686 whole entry, looked up): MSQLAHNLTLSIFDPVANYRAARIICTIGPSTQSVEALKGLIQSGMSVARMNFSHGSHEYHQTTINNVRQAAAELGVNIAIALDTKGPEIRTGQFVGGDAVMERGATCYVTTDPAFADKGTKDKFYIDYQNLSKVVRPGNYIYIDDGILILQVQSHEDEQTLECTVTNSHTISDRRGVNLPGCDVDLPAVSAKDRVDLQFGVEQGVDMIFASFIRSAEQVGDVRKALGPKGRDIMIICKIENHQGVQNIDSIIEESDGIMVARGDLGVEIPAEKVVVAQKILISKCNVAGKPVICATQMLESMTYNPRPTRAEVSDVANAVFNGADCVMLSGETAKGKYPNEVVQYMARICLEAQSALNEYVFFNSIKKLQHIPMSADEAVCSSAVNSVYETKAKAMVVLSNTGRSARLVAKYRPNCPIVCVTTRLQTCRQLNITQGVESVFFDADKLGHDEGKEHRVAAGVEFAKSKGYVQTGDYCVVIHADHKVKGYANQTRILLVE
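ATP generated from ADP (0.1 mM) and PEP (0.5 mM) by 0.1 nM LmPK over 1 h at room temperature (pH 7.2 imidazole buffer) was detected by coupled luciferase luminescence. Values were normalized to uninhibited and no-enzyme wells.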
AMA1 RON2 block = inhibitors of Plasmodium falciparum AMA1-RON2 interaction. AlphaScreen AMA1-biotinylated RON2 peptide binding. Potency, µM (top dose mostly 58.2 µM), for the others: at the top dose activity change, negative = inhibition, most hits filed as inhibitors. 0.2% of 360,000 active;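 also: potency is read from the fitted curve at half-maximal effect; 0% = vehicle wells and -100% = peptide control; nearly all actives have a fitted effect of over 45% in size; some results filed as inactive show a strong effect at the top dose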
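AMA1 (3D7) with his tag at 25 nM final met compounds first, then biotinylated RON2 peptide at 25 nM; detection used donor plus acceptor beads, 10 µg/mL apiece, read by AlphaScreen after 30 min at room temperature.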
TbPYK inhibitor = T. brucei pyruvate kinase inhibition | AID 624173 | Potency, µM (titrated, usually from 76.8 µM), for inactives: at the top dose activity, negative = inhibition, most hits filed as inhibitors | TbPYK enzyme, Kinase-Glo Plus ATP luminescence, 45 min | Q57TT1 | 0.12% of 410,000 active; also: potency is read from the fitted curve at half-maximal effect; nearly all actives have a fitted effect of over 50% in size
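T. brucei PYK with substrate was exposed to pin-transferred compounds across a concentration series, then started with 130 uM ADP (final). After 45 min at room temperature, Kinase-Glo Plus luminescence was read, normalized and curve-fitted.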
Sm TGR block = S. mansoni TGR enzyme inhibition; Potency, µM (top dose mostly 114 µM), inactives show top-dose activity change, negative = inhibition, actives largely listed as inhibitors; purified TGR, DTNB reduction, TNB absorbance 405 nm; AID 485364; Q962Y6; 3% of 360,000 active; also: potency is read from the fitted curve at half-maximal effect; nearly all actives have a fitted effect of over 60% in size
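TGR 20 nM + NADPH 100 uM (dispensed conc.), cpd preinc 15 min RT; start with NADPH (500 uM addition) then DTNB (15 mM addition). Kinetic TNB absorbance, 405 nm filter. Four-parameter Hill fit across titration.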
AmpC detergent = AmpC beta-lactamase inhibition with detergent present; AID 485294; AmpC hydrolysis of nitrocefin, absorbance 480 nm, 0.01% Triton; 0.041% of 370,000 active; Potency, µM (highest dose often 114 µM), inactives show top-dose activity change, negative = inhibition, usual class: inhibitors; P00811;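 also: potency is read from the fitted curve at half-maximal effect; 0% = no-compound wells and -100% = no-enzyme wells; nearly all actives have a fitted effect of over 25% in size; some results filed as inactive show a strong effect at the top dose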
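AmpC (5.3 nM in the dispensed reagent) in 20 mM phosphate pH 7.0 with 0.01% (detergent screen) or 0.0001% Triton X-100 was preincubated with compounds for 15 min at room temperature. Nitrocefin was then added from an 800 uM solution, and hydrolysis was followed at 480 nm.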
HCMV antiviral = human cytomegalovirus inhibition; HFF cells, HCMV-luciferase reporter, 72 h; active compounds read low; 4.5% of 410,000 active; activity change, negative = inhibition, % at 57.5 µM; in the data active = activity change below about -60%; inconclusive = no clear call, values can overlap the other calls; inactive = above about -39%
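Screen run at 2 compound doses on HFFs infected with reporter HCMV, MOI 1 PFU/cell. Luciferase activity from cell lysates at 72 h post infection gave inhibition relative to buffer-only and Salinomycin wells.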
* = called active by the depositor; ? = inconclusive; · = not tested or not shown; & = joins results of further samples; [ ] = dose if it differs, or a comment. Unless noted, calls follow the shape of the dose curve; as a rule, active = well fitted curve in the direction sought with a large enough effect; inconclusive = small, poorly fitted or top-dose-only effect, or another doubt; inactive = no such curve, though single readings can be large; an effect the other way counts as inactive or inconclusive. Unless noted, % is scaled to controls: 0 for no effect and ±100 for the full control effect. The order is random; about 7.4% have a hit in one of these screens.

compound | AmpC inh no detg | LmPK inh | AMA1 RON2 block | TbPYK inhibitor | Sm TGR block | AmpC detergent | HCMV antiviral
N=C1S/C(=C\c2ccc(-c3ccccc3C(=O)O)o2)C(=O)N1c1ccc2c(c1)OCO2 | -33.2% | 0.4% | -13.6% | -12.4% | -28.7% | 2.9% | ?
CC(C)Oc1ccc(CCc2n[nH]c(=S)n2-c2ccccc2)cc1 | -25.4% | 14.1µM* | 48.9%[activator] | ? | -0.4% | 5.0% | 7.5
O=C(Cc1ccccn1)c1ccncc1 | · | · | 15.2% | 0.6% | · | · | -18.8
Cc1ccccc1C(=O)NCCCNC(=O)c1cnccn1 | -2.9% | -5.6% | 21.1% | -0.1% | 7.1% | 2.9% | 10.7
CC1(C)CC(=O)C(Sc2ccccc2)=C(O)C1 | -31.8% | -3.7% | 6.5% | 0.1% | 10µM* | -13.1% | 30.6
Cc1noc(C)c1C(=O)N1CCC1(C)C(=O)NS(=O)(=O)c1ccc(F)cc1F (stereo not given) | · | · | 2.9% | -2.0% | · | · | -12.1
COc1ccc(/C=C/CN2CCN(Cc3cccc(OC)c3)C(CCO)C2)cc1 (stereo not given) | 130.2%[activator] | -2.1% | -2.3% | -3.4% | -13.1% | -2.1% | -24.0
COc1ccc(Cn2c(N)c(C(=O)NCc3ccco3)c3nc4ccccc4nc32)cc1 | -1.1% | 3.6% | 18.8% | -3.7% | -35.7% | -0.3% | 37.3
CC1CC/C(=C\c2ccc3c(c2)OCO3)C(=O)/C1=C/c1ccc2c(c1)OCO2 (stereo not given) | -32.4% | -0.6% | 10.7% | 1.9% | 12.7% | ? | ?
O=C(NC(=S)NCCO)c1cn(-c2ccccc2)nc1-c1ccccc1 | 10.4% | 1.7% | 1.9% | 3.5% | 3.9% | -2.8% | 2.3
O=C(Nc1ccc([N+](=O)[O-])cn1)c1cc(-c2cccc(Br)c2)nc2ccccc12 | -6.1% | -3.0% | -23.5% | 3.3% | 4.9% | -11.4% | 41.5
CCCNc1ncnc2onc(C)c12 | -7.4% | -3.1% | -1.3% | -0.5%&0.8% | 2.6%&-2.8% | 8.1%&-0.2% | 33.5&-16.8
N#CC1(c2ccc(NC(=O)c3ccccc3)cc2)CCCC1 | -3.4% | ? | · | · | 2.1% | 4.9% | ·
O=C(CN1CCSC1=O)N1CCN(S(=O)(=O)c2ccc(Cl)cc2)CC1 | -10.4% | · | 18.4%[11.6 µM] | 3.0% | -3.1% | ? | -60.4*
COC(=O)C1CCN(C(=O)c2sc3nc(-c4ccc(F)cc4)cn3c2C)CC1 | 132.3%[activator] | 0.6% | -7.4% | 8.1% | 6.0% | 3.5% | 14.9
CN1CCC(Oc2ccc(Sc3ccccc3)cc2)CC1 | 32.8% | -5.3% | -17.7% | 0.9% | 3.8% | -3.0% | ?
CCOc1ccc(-n2cnnn2)cc1S(=O)(=O)NCCc1ccc(OC)c(OC)c1 | 1.6% | -1.9% | 10.5% | 2.0% | 8.2% | 0.2% | 64.0
CCN1CCN(CCCN(Cc2ccco2)C(=S)Nc2cc(Cl)ccc2C)CC1 | 35.9% | 2.8% | 3.5% | -8.5% | 13.3% | -10.7% | ?
COc1cc(C(=O)Nc2ccc(OCc3cc(=O)n4cccc(C)c4n3)cc2)cc(OC)c1OC | · | · | · | 12.8% | 1.5% | -0.3% | -11.5
CCCCOc1ccc(C(=O)Nc2ccc3c(c2)CCCN3C(=O)c2cccs2)cc1 | · | · | · | 1.8% | 8.7% | -0.1% | -87.4*
Cc1ccc(C)c(OCC(=O)NC(Cc2c[nH]c3ccccc23)C(=O)O)c1 (stereo not given) | -24.9% | 0.2% | -5.0% | -15.7% | · | 0.7% | 0.7
COc1cc(CCC(=O)N2CCN(c3ccc(N4CCOCC4)nn3)CC2)cc(OC)c1OC | 0.5% | 3.4% | · | · | -5.4% | ? | ·
CC(C)c1cc(=O)[nH]c(SCC(=O)NC2CCCC2)n1 | 36.2% | -3.7% | 10.4% | -6.9% | -0.4% | 4.9% | -8.2
COc1ccccc1C(=O)NNC(=O)C(=O)Nc1ccc(C)c(Cl)c1 | -31.1% | 0.3% | 69.4%[activator] | -8.7% | 4.3% | 3.5% | 42.1
COc1ccc(CCNC(=O)C2CC3Cn4c(nc5cc(Cl)c(Cl)cc54)C3N2C)cc1 (stereo not given) | 89.6%[activator] | 5.3% | 0.6% | 5.2% | 3.6% | 7.2% | -5.1
COc1cccc(CC(NC(C)=O)C(=O)NC2CCN(C(=O)c3ccncc3)CC2)c1OC (stereo not given) | -2.9% | -2.3% | -7.5% | -0.2% | -15.3% | -9.4% | 6.0
C[C@]12C(=O)N(c3cccc(Cl)c3)C(=O)N1[C@@H]1c3ccccc3OC[C@@H]1[C@H]2c1ccccc1 | -21.4% | · | -2.1% | -6.8% | · | · | 47.7
CCCCCCc1cc2cc(S(=O)(=O)c3ccc(F)cc3)c(=O)oc2cc1O | -48.1% | 1.0% | 13.5% | -0.4% | 0.1% | -4.0% | 27.7
Cc1ccc(N2CCN(/N=C/c3cccnc3)CC2)cc1 | -2.8% | -2.9% | 11.5% | -6.2% | 3.8% | -7.4% | ·
CCn1c(COc2ccc(OC)cc2)nc2ccccc21 | -17.5% | -4.6% | -20.2% | 5.9% | -11.0% | -4.6% | 50.5

Overlap with the part before: two compounds, followed by the next part.
compound | AmpC inh no detg | LmPK inh | AMA1 RON2 block | TbPYK inhibitor | Sm TGR block | AmpC detergent | HCMV antiviral
Cc1ccc(N2CCN(/N=C/c3cccnc3)CC2)cc1 | -2.8% | -2.9% | 11.5% | -6.2% | 3.8% | -7.4% | ·
CCn1c(COc2ccc(OC)cc2)nc2ccccc21 | -17.5% | -4.6% | -20.2% | 5.9% | -11.0% | -4.6% | 50.5
COc1ccc(NC(=O)CC2C(=O)N(c3ccc(F)cc3)C(=O)N2Cc2ccc3c(c2)OCO3)cc1 (stereo not given) | · | · | · | -8.8% | 1.7% | 5.7% | 11.3
Cc1ccc(Cl)cc1-n1ncc2c(N3CCN(Cc4ccccc4)CC3)ncnc21 | · | · | · | 1.0% | -1.5% | -6.0% | -35.0
O=c1[nH]c2c(=O)[nH]cnc2nc1-c1ccccc1 | · | · | 18.1% | -1.5% | · | · | -9.3
O=C(NN=Cc1ccccc1C(=O)O)C(=O)NN=Cc1ccccc1C(=O)O | · | · | 11.4% | 1.0% | · | · | 0.7
Cc1cc(C)nc(-n2nc(C)c3c2NC(=O)CC3c2cccc(O)c2)n1 (stereo not given) | · | · | · | 11.6% | 3.6% | 19.2% | 7.6
O=C(Nc1nnc(SCc2cccnc2)s1)C1CC(=O)N(c2ccc(F)cc2)C1 (stereo not given) | -20.5% | -1.9% | 2.5% | -16.8% | 49.3%[activator] | 2.4% | 5.4
COc1ccc(C(=O)C2CCCN(C(=O)c3ccc(OC)o3)C2)c(C)c1 (stereo not given) | · | · | -27.0% | -11.1% | · | · | -0.2
c1ccc(CCn2nnnc2CN2CCC(n3nnc4ccccc43)CC2)cc1 | 24.8% | 4.5% | -8.8% | 0.9% | -0.1% | -17.7% | -4.6
O=C(CNS(=O)(=O)c1cccc2nonc12)NCc1ccc(F)cc1 | -9.8% | 4.4% | -5.8% | 2.1% | -11.5% | -1.6% | -4.0
CC1CCCN(C(=O)CSc2nc3ncccc3[nH]2)C1 (stereo not given) | -8.9% | 3.3% | 8.6% | 1.2% | 35.1% | 4.1% | 25.6
CCOC(=O)c1cc(C(=O)c2ccccc2O)cn2c(=O)c3c(C)c(C)sc3nc12 | -30.2% | -3.5% | · | · | -11.2% | 1.0% | ·
O=C(NCCc1ccc(Cl)cc1)c1ccc(CS(=O)(=O)Cc2ccc(F)cc2)o1 | · | · | · | -1.4% | -2.1% | 5.3% | -20.2
COc1ccc2cc(C(=O)NCc3ccccc3)[nH]c2c1 | -16.7% | 8.2% | 1.6% | -22.1% | -15.3% | -6.8% | ?
O=C(NCCc1ccccc1)c1ccc(CSc2nc3ccncc3n2Cc2ccccc2)cc1 | · | · | · | 0.2% | 7.8% | 18.9% | 28.9
COc1ccc(CC2(CO)CCN(Cc3cnn(-c4ccc(F)cc4)c3)CC2)cc1 | 65.1%[activator] | 5.3% | -17.8% | -1.3% | 16.7% | 2.3% | -10.3
O=C(O)C1Cc2ccccc2CN1C(=O)c1ccccc1Cl (stereo not given) | · | 4.1% | 11.4% | -6.8% | -0.7% | -2.0% | 17.7
Cc1ccc(C(=O)CSc2nnc(N)s2)c(C)c1 | -4.0% | -4.9% | 7.2% | -6.3% | · | 0.2% | 35.3
CCC1Oc2ccc(C)cc2N(CC(=O)NCC2CCCO2)C1=O (stereo not given) | -1.4% | 10.2% | -8.3% | -4.8% | 5.8% | 5.5% | 16.2
COc1cc(-c2noc(-c3ccco3)n2)cc(OC)c1OC | 18.2% | 2.9% | 3.8% | -2.0% | -5.1% | ? | 155.2
Cc1ccc(S(=O)(=O)N2CCOCC2)cc1NC(=O)COC(=O)c1cncc(Br)c1 | -24.6% | · | 7.1% | -0.5% | · | · | -21.3
COc1ccc(Nc2ncc3c(n2)CCN(Cc2cc(Br)cs2)C3)c(OC)c1 | · | · | · | -6.3% | 2.6% | 9.1% | -13.2
Cc1cccc(NC(=S)N2CCC(N(C)CC3CCCO3)CC2)c1C (stereo not given) | -19.7% | -1.1% | 30.3% | -1.5% | 0.2% | -13.3% | -7.6
O=C1C(C=NCc2ccncc2)=C(O)c2ccccc21 | -16.0% | 6.2% | -1.9% | 2.4% | -2.4% | -0.1% | -9.6
CCC(C)NC(=O)C1CCN(CCCc2ccccc2)CC1 (stereo not given) | -9.2% | -2.2% | -11.6% | 22.0% | -11.8% | ? | 68.2
COc1ccccc1OCCC(=O)OCC(=O)NCc1ccc(F)cc1 | 1.3% | · | -5.0% | -9.2% | · | · | -6.1

Profiles as entered above. Order of values: AmpC inh no detg	LmPK inh	AMA1 RON2 block	TbPYK inhibitor	Sm TGR block	AmpC detergent	HCMV antiviral
`O=C(NCCc1ccc(Cl)cc1)c1ccc(CS(=O)(=O)Cc2ccc(F)cc2)o1` is listed with ·	·	·	-1.4%	-2.1%	5.3%	-20.2
`c1ccc(CCn2nnnc2CN2CCC(n3nnc4ccccc43)CC2)cc1` is listed with 24.8%	4.5%	-8.8%	0.9%	-0.1%	-17.7%	-4.6
